ERG Ets-DNA blk: qHTS for Small Molecule Inhibitors of the ERG Ets/DNA interaction; AID 624246, 2012; hit rate 0.028% among 370,000; fluorescence polarization, His-ERG Ets domain / labelled DNA; Potency, µM (series often up to 76.9 µM), for inactives: at the top dose FP activity, negative = inhibition, actives largely listed as inhibitors; Transcriptional regulator ERG (Homo sapiens), P11308; active = well fitted inhibition curve with a large enough effect in the polarisation, with a control signal flat; inconclusive = small, poorly fitted or top-dose-only effect, or effect the other way, or a change in a side signal; inactive = no such curve, though single readings can be large or run the other way; the % refers to the polarisation;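 also: polarization taken with two DNA probes labelled with fluorescein and Texas red; potency is read from the fitted curve at half-maximal effect; % of control where 0% means no effect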
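His-tagged ERG Ets domain (1 uM in the protein solution; 300mM KCl, 50mM Tris-HCl, 1mM EDTA, 1mM DTT, pH 7.5) received compound, then a probe mix of 5 nM fluorescein-DNA and 100nM Texas-615-DNA. Fluorescence polarization was read for both dyes.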
TRHR ag: qHTS for Small Molecule Agonists and Allosteric Enhancers of Human TRH Receptor: Primary Screen for Agonists | Thyrotropin-releasing hormone receptor (Homo sapiens), P34981 | activation, % at 2 µM | hit rate 0.18% among 360,000 | TRHR cells, calcium flux fluo-8, FDSS agonist mode | AID 493084, 2011; in the data active = activation above about 30%; also: 0% is about no effect
Target sequence (P34981 whole entry, looked up): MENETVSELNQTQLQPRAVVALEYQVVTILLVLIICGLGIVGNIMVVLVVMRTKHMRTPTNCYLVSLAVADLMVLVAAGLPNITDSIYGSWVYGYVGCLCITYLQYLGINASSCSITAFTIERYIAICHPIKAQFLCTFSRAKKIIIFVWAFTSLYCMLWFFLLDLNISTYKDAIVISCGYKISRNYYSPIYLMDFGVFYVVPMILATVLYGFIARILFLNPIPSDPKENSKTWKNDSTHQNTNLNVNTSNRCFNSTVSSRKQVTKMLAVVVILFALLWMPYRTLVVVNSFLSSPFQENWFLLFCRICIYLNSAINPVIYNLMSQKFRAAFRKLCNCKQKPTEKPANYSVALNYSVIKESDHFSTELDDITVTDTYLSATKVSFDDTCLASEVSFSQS
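Steps: seed TRHR cells overnight; add fluo-8 no-wash Ca dye, RT 30 min–1.5 h; record 10 s baseline; pin-transfer compounds; monitor fluorescence 1 cycle/s for the agonist window. Calcium increases flag candidate agonists.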
POLB inh: qHTS Assay for Inhibitors of DNA Polymerase Beta; hit rate 1.3% among 340,000; P06746; Potency, µM (doses to about 114 µM), for inactives: at the top dose activity change, negative = inhibition, usual class: inhibitors; Pol beta primer extension/strand displacement, fluorescence kinetic; also: potency is read from the fitted curve at half-maximal effect; % is scaled to controls: 0 for no effect and ±100 for the full control effect
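Values derive from four-parameter Hill fits of normalized kinetic data: reads at 0 and 10 min following addition of 50 nM substrate to 10 nM Pol beta preincubated 15 min with compound.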
12-LOX inh: Primary qHTS assay for inhibitors of human arachidonate 12S-lipoxygenase (ALOX12): Round 2. purified 12hLO, xylenol orange hydroperoxide absorbance. Potency, µM (doses to about 108 µM), without a hit: at the highest dose activity change, negative = inhibition, usual class: inhibitors. hit rate 1.1% among 580,000; also: potency is read from the fitted curve at half-maximal effect; % is scaled to controls: 0 for no effect and ±100 for the full control effect
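Hydroperoxide product was detected by ferrous iron/xylenol orange as the 573 to 405 nm absorbance ratio. Arachidonic acid at 40 uM (final) was turned over for 30 min at room temperature by 150 nM human 12hLO, pH 7.0 Hepes buffer, after 15 min compound preincubation.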
BLM inh: qHTS Assay for Inhibitors of Bloom's syndrome helicase (BLM) | hit rate 0.2% among 350,000 | Potency, µM (titrated, usually from 56.1 µM), without a hit: at the top dose activity change, negative = inhibition, actives largely listed as inhibitors | recombinant BLM DNA unwinding, fluorescence dequenching | RecQ-like DNA helicase BLM (Homo sapiens), P54132 | AID 2528, 2010;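 also: potency is read from the fitted curve at half-maximal effect; plate controls were vehicle for no effect and no enzyme for full effect; nearly all actives have a fitted effect of over 35% in size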
Anesthetic bind: qHTS Assay for Identification of Novel General Anesthetics; hit rate 0.074% among 350,000; Ferritin light chain (Equus caballus), P02791; AID 485281, 2010; Potency, µM (titrated, usually from 77.5 µM), without a hit: at the top dose activity change, negative = displacement, hits mostly inhibitors; apoferritin/1-aminoanthracene competitive binding, fluorescence; also: potency is read from the fitted curve at half-maximal effect; % is scaled to controls: 0 for no effect and ±100 for the full control effect; nearly all actives have a fitted effect of over 20% in size
Target sequence (P02791 2-175 limits assumed): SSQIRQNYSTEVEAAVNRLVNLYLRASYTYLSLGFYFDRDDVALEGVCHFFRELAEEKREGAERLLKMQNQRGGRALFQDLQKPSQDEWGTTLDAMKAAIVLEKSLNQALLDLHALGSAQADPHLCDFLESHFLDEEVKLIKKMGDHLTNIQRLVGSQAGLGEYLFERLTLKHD
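Steps: apoferritin (10 uM) was premixed with half-saturated 1-AMA in PBS, compounds were pin-transferred, plates stood 10 min at room temperature, fluorescence was read at 380/535 nm, and curves were fitted with a Hill equation.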
Pol iota inh: qHTS for Inhibitors of Polymerase Iota. DNA polymerase iota (Homo sapiens), Q9UNA4. Pol iota fluorescent replication assay, 10 min. Potency, µM (top dose mostly 115 µM), inactives show top-dose activity, negative = inhibition, actives largely listed as inhibitors. hit rate 1% among 390,000. AID 588590, 2011; also: potency is read from the fitted curve at half-maximal effect
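Pol iota at 10 nM preincubated 15 min with compounds at room temperature; reaction started with fluorescent substrate, 50 nM final. Fluorescence read kinetically at 0 and 10 min; buffer-only wells as negative control.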
APE1 inh: qHTS Assay for Inhibitors of the Human Apurinic/apyrimidinic Endonuclease 1 (APE1) | DNA repair nuclease/redox regulator APEX1 (Homo sapiens), P27695 | recombinant APE1, TAMRA/BHQ-2 abasic DNA cleavage fluorescence | Potency, µM (series often up to 65.8 µM), for inactives: at the top dose activity change, negative = inhibition, most hits filed as inhibitors | hit rate 0.35% among 350,000 | AID 2517, 2012;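 also: potency is read from the fitted curve at half-maximal effect; plate controls were vehicle for no effect and reference inhibitor for full effect; nearly all actives have a fitted effect of over 55% in size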
Target sequence (P27695 whole entry, looked up): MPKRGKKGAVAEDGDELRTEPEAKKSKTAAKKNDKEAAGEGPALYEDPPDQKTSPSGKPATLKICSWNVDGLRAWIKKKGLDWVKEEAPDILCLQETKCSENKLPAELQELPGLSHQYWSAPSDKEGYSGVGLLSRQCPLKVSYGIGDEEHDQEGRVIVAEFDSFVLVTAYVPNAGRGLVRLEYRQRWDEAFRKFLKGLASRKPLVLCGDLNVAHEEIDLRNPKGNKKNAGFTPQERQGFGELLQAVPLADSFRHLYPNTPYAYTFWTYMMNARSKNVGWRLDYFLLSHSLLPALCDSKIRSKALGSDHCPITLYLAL
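Measures dequenching upon AP-site incision of a 5'-TAMRA/3'-BHQ-2 THF-containing duplex, 50 nM; human APE1 0.75 nM after 15 min room-temperature exposure to compound; kinetic three-point read at one-minute spacing.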
Pol kappa inh: qHTS for Inhibitors of Polymerase Kappa | DNA polymerase kappa (Homo sapiens), Q9UBT6 | Potency, µM (highest dose often 107 µM), for the others: top-dose activity, negative = inhibition, usual class: inhibitors | hit rate 0.53% among 400,000 | AID 588579, 2011 | purified Pol kappa, fluorescent DNA synthesis assay, 10 min; also: potency is read from the fitted curve at half-maximal effect; % is scaled to controls: 0 for no effect and ±100 for the full control effect
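50 nM final substrate added after 15 min RT preincubation of 10 nM Pol kappa with compound; fluorescence read at 0 and 10 min.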
Starred values were filed as active, the others as inactive; ? = inconclusive; . = not tested or not shown; [ ] = remark or other dose. Unless noted, calls follow the shape of the dose curve; as a rule, active = well fitted curve in the direction sought with a large enough effect; inconclusive = small, poorly fitted or top-dose-only effect, or another doubt; inactive = no such curve, though single readings can be large; an effect the other way counts as inactive or inconclusive. Only part of the results is shown; count on the stated rates, not on these rows.

Results follow in this order: ERG Ets-DNA blk, TRHR ag, POLB inh, 12-LOX inh, BLM inh, Anesthetic bind, Pol iota inh, APE1 inh, Pol kappa inh
- CCCOc1ccc(N2C(=O)CC(SCC(N)C(=O)OCC)C2=O)cc1 (configuration not stated)
 : -5%, -1.0, 4%, -6%, -2%, -7%, 11%, 33%, 11%
- Cc1nc(NCCO)c(C#N)c2c1COC(C)(C)C2
 : -2%, 0.4, 3%, 0%, -3%, 4%, 2%, 21%, -13%
- COc1ccc(OC)c(C(=O)c2c(N)c(-c3nc(-c4ccc(C)c(C)c4)cs3)c3ccccn23)c1
 : 5%, 0.7, 15%, -28%, -8%, -12%, 22%, ., 2%
- CCN(Cc1ccc2c(c1)OCCO2)C(=O)CN1C(=O)NC2(CCCCC2)C1=O
 : 7%, 0.2, ., -5%, ., ., 4%, -16%, 2%
- C=CCNC(=O)/C(C#N)=C/c1ccc(SC)cc1
 : 2%, -0.2, 0%, -4%, -2%, -6%, 183%[activator], 4%, -12%
- O=C(N/N=C/c1ccc(Br)o1)c1cc([N+](=O)[O-])cc([N+](=O)[O-])c1
 : -13%, -0.3, -27%, 2%, -7%, -8%, ?, -11%, -29%
- CCCN1Cc2cccc(C(=O)NCc3ccc4c(c3)OCO4)c2C1=O
 : 0%, -0.3, -9%, 8%, -4%, -2%, ?, 1%, -18%
- CCC(CC)C(=O)Nc1cccc(C(=O)Nc2ccc(S(=O)(=O)Nc3ccc(C)cc3)cc2)c1
 : 4%, 0.6, 7%, ?, -13%, -24%, -11%, -10%, -5%
- O=C(O)c1ccccc1-c1nc2ccccc2c(=O)n1O
 : 13%, 0.1, 0%, -20%, -5%, -1%, 16%, -8%, -11%
- CC(=O)Nc1ccccc1NC(=O)CC(C)(C)C
 : 8%, 0.9, 1%, -23%, 0%, 1%, 5%, 1%, 2%

Molecules above containing nitrogen in an aromatic ring (three):
Results follow in this order: ERG Ets-DNA blk, TRHR ag, POLB inh, 12-LOX inh, BLM inh, Anesthetic bind, Pol iota inh, APE1 inh, Pol kappa inh
- Cc1nc(NCCO)c(C#N)c2c1COC(C)(C)C2
 : -2%, 0.4, 3%, 0%, -3%, 4%, 2%, 21%, -13%
- COc1ccc(OC)c(C(=O)c2c(N)c(-c3nc(-c4ccc(C)c(C)c4)cs3)c3ccccn23)c1
 : 5%, 0.7, 15%, -28%, -8%, -12%, 22%, ., 2%
- O=C(O)c1ccccc1-c1nc2ccccc2c(=O)n1O
 : 13%, 0.1, 0%, -20%, -5%, -1%, 16%, -8%, -11%

Other results.
Results follow in this order: ERG Ets-DNA blk, TRHR ag, POLB inh, 12-LOX inh, BLM inh, Anesthetic bind, Pol iota inh, APE1 inh, Pol kappa inh
- Cc1ccc(C)c(CS(=O)(=O)c2cn(CC(=O)N3CCC(C)CC3)c3ccccc23)c1
 : ., 0.2, -7%, 1%, 0%, 5%, 11%, 9%, -15%
- CCOC(=O)c1ccc(Nc2nnc3nc(C)cc(C)n23)cc1
 : -17%, -0.2, -2%, 0%, -2%, -4%, 16%, 3%, 3%
- CCC(CC)CN1CCC(CN2C(=S)NC[C@@H]2[C@@H](C)CC)CC1
 : -9%, ., ., 3%, ., ., -3%, ., -1%
- c1cc(-c2n[nH]c(-c3ccncc3)n2)ccn1
 : 0%, ., ., ?, ., ., 21%, ., 1%
- O=C(NNC(=O)c1cccs1)c1ccccc1
 : -4%, 0.9, 3%, -3%, 0%, 2%, -5%, 2%, 2%
- CC(C)(C)NC(=O)NC(=O)CSc1ncccn1
 : 1%, 0.7, -4%, -3%, -1%, -8%, 28%, -8%, 2%
- CN(C)S(=O)(=O)c1ccc(C(=O)NCC2(N3CCOCC3)CCCCC2)cc1
 : 3%, 0.4, ., 455%[activator], ., ., 5%, 39%[activator], -15%
- CC1CC(=O)N(CC(=O)Nc2ccc(OC(F)(F)F)cc2)c2ccccc2S1 (configuration not stated)
 : -2%, 0.2, -9%, -18%, -5%, ?, 24%, ., -6%
- CC(C(=O)Nc1ccc([N+](=O)[O-])cc1Cl)N1CCN(S(=O)(=O)c2cccs2)CC1 (configuration not stated)
 : 2%, 0.4, ., 8%, ., ., 14%, 7%, -11%
- COCCNC(=O)/C(C#N)=C/c1ccc(C)o1
 : -3%, 0.7, -18%, 0%, -4%, -20%, 28%, 8%, -10%
- CCOc1cccc(C(=O)Nc2nc3c(s2)CC(C(C)(C)C)CC3)c1 (configuration not stated)
 : -3%, -0.1, 20%, ?, -10%, 49%[activator], 1%, ., -11%
- N#Cc1cn(-c2cccc(C(F)(F)F)c2)c(=O)[nH]c1=O
 : -6%, 0.6, 3%, 4%, -1%, -1%, 4%, 55%[activator], -12%
- CC(=O)c1ccc(N2CCN(C(=O)Nc3cn(CC(C)C)c(=O)c4ccccc34)CC2)cc1
 : 3%, -1.1, 23%, 1%, -8%, 3%, 34%[activator], ., -11%
- COc1cccc(N(CC(=O)NC2CCCC2)C(=O)CCC(=O)Nc2nccs2)c1
 : -5%, 0.2, 1%, 1%, -2%, 1%, 104%[activator], 43%, -5%
- COC(=O)c1ccc(NC(=S)NCCc2ccccc2C)cc1
 : 5%, 0.8, 0%, ?, 0%, 2%, -6%, 8%, -3%
- Cc1csc(Nc2ccccc2C(F)(F)F)n1
 : -7%, 2.9, 14%, 0%, -8%, ?, -4%, 11%, -8%
- Cc1ccc(C)c(S(=O)(=O)c2c(N)n(/N=C/c3ccco3)c3nc4ccccc4nc23)c1
 : ., -0.2, ?, -4%, -27%, 11%, ?, -7%, -5%
- COc1ccccc1C(=O)NNS(=O)(=O)c1ccc(F)cc1
 : 4%, 0.2, -2%, ?, 2%, -13%, 58%[activator], -6%, -3%
- Cc1ccc(/C=N/NC(=O)Cn2cnc3c2c(=O)n(C)c(=O)n3C)s1
 : 12%, -0.2, 13%, 16%, 1%, 6%, 6%, 3%, 3%
- CCOC(=O)c1c(NC(=O)CSc2nnc(-c3c[nH]c4ccccc34)n2CC)sc2c1CCCC2
 : -2%, 0.1, -11%, -15%, -6%, -1%, 29%, 0%, 3%
- CC(NC(=O)C1=CC=CN2CCS(=O)(=O)N=C12)c1ccc(Cl)cc1Cl (configuration not stated)
 : ., 0.5, ., -11%, ., ., 17%, 10%, -14%
- CC1CCN(S(=O)(=O)c2ccc3c(c2)N(CC(=O)NCCCN2CCCC(C)C2)C(=O)CO3)CC1 (configuration not stated)
 : -14%, 0.2, 25%, -12%, -4%, -15%, -12%, -4%, 7%
- O=C(CCc1nnc2ccc(NCc3ccccc3Cl)nn12)NC1CCCCC1
 : -2%, 0.1, 26%, 0%, -1%, -9%, 30%[activator], 48%[activator], 9%
- COc1cc(NC(=O)c2cc(=O)[nH]c3ccc(S(=O)(=O)N4CCOCC4)cc23)cc(OC)c1
 : 0%, 0.9, ., ?, ., ., -4%, 16%, -3%
- O=C(NCCNC(=O)c1ccc(Br)o1)c1cccnc1
 : -7%, 0.6, 34%, -2%, -5%, -4%, 12%, 35%, -8%
- O=C(O)CCc1nn2cnc3sc4c(c3c2nc1=O)CCCC4
 : -19%, 0.2, 2%, -15%, 0%, ?, 23%, -4%, 0%
- O=C(Nc1ccccc1)C1=C[C@H](c2ccc3c(c2)OCO3)C[C@H](OCc2ccc(CO)cc2)O1
 : -4%, 0.2, -28%, -11%, -9%, -10%, -6%, 2%, -17%
- COc1cc(C(=O)Nc2cc(C)ccc2OCc2cc(=O)n3cc(C)sc3n2)cc(OC)c1OC
 : -1%, 0.2, 9%, ?, -2%, -2%, 5%, ., -2%[60.1 µM]
- NC(=S)Nc1ccc(F)c(F)c1F
 : -3%, 0.0, 24%, -27%, 0%, 4%, 31%[activator], 3%, 0%
- N#C/C(=N\Nc1ccc([N+](=O)[O-])cc1)C(N)=S
 : 20%, 0.8, -1%, 25µM*, -10%, 4%, ?, -8%, -9%
- COc1cc(/C=N/NC(=S)NC2CC3C=CC2C3)cc(OC)c1OC (configuration not stated)
 : -5%, -0.5, -3%, ?, -10%, -18%, 53%[activator], -4%, 1%
- CCC(=O)N(Cc1cc2ccccc2[nH]c1=O)c1ccccc1OC
 : 1%, 0.2, 2%, -5%, -3%, -6%, 90%[activator], -12%, -8%
- CC(=O)Nc1ccc(NC(=O)C(C)OC(=O)c2cc(S(=O)(=O)N(C)C)ccc2N2CCCC2)cc1 (configuration not stated)
 : 1%, 0.1, ., -15%, ., ., -5%, -4%, -5%
- CCN1CCc2nc(NC(=O)C(c3ccccc3)c3ccccc3)sc2C1
 : 6%, -0.4, ?, 65%[activator], -6%, -12%, 6%, -2%, -8%
- CN(CC(=O)Nc1ccccc1Cl)C(=O)CSc1nnc(N)s1
 : 9%, -0.5, ., -17%, ., ., ?, 30%, -6%
- O=C(c1ccc(Cl)cc1)N(Cc1cccs1)C1CCS(=O)(=O)C1 (configuration not stated)
 : -4%, -1.3, -8%, 0%, 2%, -5%, -8%, 4%, -11%
- CC1=C(C(=O)N2CCOCC2)C(c2ccc(O)cc2)NC(=S)N1 (configuration not stated)
 : ., 0.9, 4%, 12%, -6%, 8%, 14%, 6%, -7%

Screens: PubChem, National Center for Advancing Translational Sciences (NCATS)
